# Source: PubChem (several laboratories)
# DAGLB inhibitor: DAGLB lipase inhibitors, primary screen, biochemical, fluorescence, HTS; 0.059% of 340,000 active; HEK293T DAGLB membrane lysate, EnzChek fluorogenic substrate; Diacylglycerol lipase-beta (Homo sapiens), Q8NCG7; AID 504411, 2011; inhibition, % at 5.17 µM; in the data active = inhibition above about 34%;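 also: 0% = enzyme with vehicle and 100% = wells lacking enzyme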
# NSD2 inh: NSD2 histone methyltransferase inhibitors, primary screen, biochemical, AlphaScreen, single concentration, set 2 | inhibition, % at 12.5 µM | 0.54% of 310,000 active | NSD2 peptide methylation, 120 min; in the data active = inhibition above about 50%
# Target sequence (O96028 whole entry, looked up): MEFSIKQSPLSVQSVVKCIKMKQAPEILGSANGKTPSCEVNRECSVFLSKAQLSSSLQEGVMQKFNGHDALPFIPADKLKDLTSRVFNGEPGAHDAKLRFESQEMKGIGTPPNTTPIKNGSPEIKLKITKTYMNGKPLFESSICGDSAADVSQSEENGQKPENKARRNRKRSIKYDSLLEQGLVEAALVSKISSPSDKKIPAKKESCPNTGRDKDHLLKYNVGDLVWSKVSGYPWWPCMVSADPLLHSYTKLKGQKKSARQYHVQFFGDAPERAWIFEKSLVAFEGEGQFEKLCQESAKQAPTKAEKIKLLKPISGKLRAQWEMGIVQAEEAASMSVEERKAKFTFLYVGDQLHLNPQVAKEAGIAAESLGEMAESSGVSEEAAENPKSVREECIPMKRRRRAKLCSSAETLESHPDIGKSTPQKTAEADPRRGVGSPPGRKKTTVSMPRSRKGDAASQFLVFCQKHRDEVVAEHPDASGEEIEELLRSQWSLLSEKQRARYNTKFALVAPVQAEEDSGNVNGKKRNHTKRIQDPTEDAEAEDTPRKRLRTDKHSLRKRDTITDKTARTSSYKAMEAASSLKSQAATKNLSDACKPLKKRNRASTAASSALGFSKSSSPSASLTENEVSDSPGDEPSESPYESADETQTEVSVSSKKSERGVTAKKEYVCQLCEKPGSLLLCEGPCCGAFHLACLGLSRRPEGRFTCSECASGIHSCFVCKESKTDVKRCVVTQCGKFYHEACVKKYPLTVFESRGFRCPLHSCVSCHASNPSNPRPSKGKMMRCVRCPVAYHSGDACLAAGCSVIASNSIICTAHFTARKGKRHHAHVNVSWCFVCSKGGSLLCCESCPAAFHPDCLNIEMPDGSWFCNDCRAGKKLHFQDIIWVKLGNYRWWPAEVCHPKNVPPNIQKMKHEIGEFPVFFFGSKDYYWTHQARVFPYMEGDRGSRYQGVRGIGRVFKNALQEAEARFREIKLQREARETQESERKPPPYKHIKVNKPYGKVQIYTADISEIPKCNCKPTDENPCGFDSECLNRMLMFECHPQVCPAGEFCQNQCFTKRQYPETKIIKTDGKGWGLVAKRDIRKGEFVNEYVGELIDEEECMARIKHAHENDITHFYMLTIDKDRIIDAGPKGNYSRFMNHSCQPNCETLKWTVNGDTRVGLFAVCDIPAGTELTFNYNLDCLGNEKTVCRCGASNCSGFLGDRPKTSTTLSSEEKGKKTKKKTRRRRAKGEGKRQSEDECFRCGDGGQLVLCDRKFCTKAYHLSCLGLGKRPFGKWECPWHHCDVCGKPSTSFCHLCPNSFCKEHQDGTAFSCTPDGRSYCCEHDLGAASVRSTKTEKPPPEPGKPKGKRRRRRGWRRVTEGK
# Pemphigus Ab inh: inhibitors of pemphigus antibody binding to DSG3, primary screen, biochemical, bead-based, flow cytometry, scFv-GFP. Desmoglein-3 (Homo sapiens), P32926. DSG3-coupled beads, scFv-anti-DSG3-GFP binding; active compounds read low. binding (percent of control), % at 10 µM. 0.48% of 310,000 active. AID 588358, 2011;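 active = binding more than 3 SD below its plate's average and above zero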;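 also: hits lower antibody fragment binding to DSG3; some compounds called inactive have numbers as strong as hits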
# Arr AP2 block: inhibitors of beta-arrestin/AP2 binding, primary screen, biochemical, GPCR trafficking, flow cytometry | beta-arrestin 1 C-terminal peptide binding to AP2 beta2-adaptin appendage (human) | FITC-arrestin peptide / GST-AP2 beads; AP2 beta2 appendage carries R879A mutation | inhibition, % at 10 µM | 0.31% of 340,000 active | AID 504490, 2011;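 active = inhibition above a set limit, near 3 SD of compounds lacking own fluorescence, cut at about 54% in these data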;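 also: plate controls were DMSO wells for no effect and 5 µM unlabelled arrestin peptide for full effect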
#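 Material – AP2 appendage R879A on GSH beads · Buffer or medium – PBS with 0.05% Tween 20 and 0.1% BSA · Probe or stimulus – fluorescein-tagged arrestin peptide at 50 nM final · Incubation – compound with beads 12 min RT, then probe 1 h RT · Detection – high-throughput flow cytometry of beads, ex 488, em 535 nm · Evaluation – percent response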
# V-ATPase pHluor: regulators of yeast V-ATPase proton pumping, primary screen, pHLuorin cytosolic pH fluorescence; S. cerevisiae; response, % at 10 µM; 0.37% of 350,000 active; AID 504577, 2011; in the data active = response mostly above about 7.3%, no sharp cut-off; inactive = mostly below about 5.4%; also: actives read high; inactives centre near 0; some compounds called inactive have numbers as strong as hits
# RTF Ca sens inh: cardiac RTF calcium sensitivity inhibitors, primary screen, biochemical, IANBD-TnC fluorescence, EC70 calcium; Troponin I, cardiac muscle (Homo sapiens) + Troponin T, cardiac muscle (Homo sapiens) + …; IANBD-labeled cardiac RTF, Ca2+ fluorescence; inhibition, % at 7.15 µM; 0.12% of 340,000 active;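 active = inhibition above the mean inhibition of all tested compounds plus 3 SD, cut at about 17% in these data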;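 also: assay run at fixed EC70 calcium of 1.6 mM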
# CAL PDZ FP-1: untagged CAL PDZ binding inhibitors, primary screen, biochemical, fluorescence polarization, HTS; Golgi-associated PDZ and coiled-coil motif-containing protein (Homo sapiens), Q9HD26; purified CAL PDZ, TMR-peptide fluorescence polarization, 1 h; inhibition, % at 24.9 µM; 0.92% of 300,000 active; AID 602252, 2012;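 active = mean inhibition of at least 30% with at least half of replicates also reaching 30%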;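 also: 0% = DMSO neutral control and 100% = excess unlabeled competitor peptide PRC23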
# C-LANA FP: inhibitors of KSHV C-LANA binding to DNA, primary screen, biochemical, fluorescence polarization, FAM-LBS DNA, MBP-C-LANA, single point; Kaposi's sarcoma herpesvirus LANA C-terminal domain (residues 932-1162) DNA binding; inhibition, % at 9 µM; 0.078% of 340,000 active; AID 504423, 2011;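 active = highest replicate inhibition at or above 60% at 9 µM, even if other replicates fall short; inactive = all replicates below 60% inhibition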;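 also: 0% = neutral control wells and 100% = 4 µM acridine orange control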
# CAL PDZ FP-2: CAL PDZ peptide-binding inhibitors, primary screen, biochemical, fluorescence polarization, Cer-tagged CAL PDZ, HTS | AID 504414, 2011 | Golgi-associated PDZ and coiled-coil motif-containing protein (Homo sapiens), Q9HD26 | 0.02% of 330,000 active | purified CAL PDZ, TMR-peptide fluorescence polarization, 1 h | inhibition, % at 20 µM;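 active = highest replicate inhibition of at least 40%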;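 also: plate controls were DMSO neutral control wells for no effect and unlabeled competitor peptide control wells for full effect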
#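 Read-out basis: mP drop reported as inhibition | Assay system: Tagged CAL PDZ protein CerCALP, purified | Benchmarks: Unlabelled peptide for full inhibition, DMSO wells as neutral | Schedule: 1 h incubation at room temperature before polarization reading | Buffer or medium: Sodium phosphate/NaCl buffer pH 7.4 with TCEP, IgG, Thesit | Doses: Single point, 20 µM | Measured by: Fluorescence polarization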
# Keap1 Nrf2 FP: Keap1-Nrf2 protein-protein interaction inhibitors, primary screen, biochemical, fluorescence polarization, single point; Kelch-like ECH-associated protein 1 (Homo sapiens), Q14145; Keap1 Kelch-Nrf2 peptide fluorescence polarization, 1536-well; inhibition, % at 9.4 µM; 0.15% of 340,000 active; in the data active = inhibition above about 12%;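 also: human Keap1 Kelch domain with fluorescein labeled Nrf2 9mer peptide probe; 0% = neutral control wells and 100% = peptide positive control; higher means more block of Keap1 binding to Nrf2 peptide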
# The depositor's hits bear a star; · = not tested or not shown. Only part of the results is shown; count on the stated rates, not on these rows.
SMILES,DAGLB inhibitor,NSD2 inh,Pemphigus Ab inh,Arr AP2 block,V-ATPase pHluor,RTF Ca sens inh,CAL PDZ FP-1,C-LANA FP,CAL PDZ FP-2,Keap1 Nrf2 FP
CCCCC(=O)NNC(=O)c1c(O)c2ccccc2[nH]c1=O,3,-6,105,-3,7,-7,5,0.8,-0.2,0
O=C(CCN1C(=O)C2CC=C(Cl)CC2C1=O)NC1CCCCC1 (configuration not stated),3,1,92,5,5,0,-3,1.3,-1.8,5
CC(C)(C)NS(=O)(=O)c1ccc(CCC(=O)N2CCCCC2)cc1,2,7,107,9,-1,-5,-1,7.5,·,-3
Cc1ccc(C)c(N2CC(=O)N(c3cc(C)ccc3C)CC2=O)c1,0,2,·,1,-1,-3,-2,2.0,-0.6,-5
O=C1/C(=C\c2ccco2)SC(=S)N1c1ccccc1,-4,4,107,-12,-3,-6,-4,1.7,-3.3,2
CCC(C(=O)Nc1ccon1)c1ccccc1 (configuration not stated),0,-1,102,16,-4,-12,5,0.4,0.6,-2
O=C(CCN1CCCC1Cc1ccccc1)c1ccc2c(c1)OCCO2 (configuration not stated),3,12,108,34,-2,-16,-3,3.7,-1.3,-12
CC(=O)Nc1ccc(NC(=O)C(C)OC(=O)c2ccc3c(c2)OCCO3)cc1 (configuration not stated),3,0,103,24,3,-8,-3,-0.1,-0.4,-6
CCN(CC)S(=O)(=O)c1ccc(NC(=O)CCNC(=O)c2ccccc2)cc1,-1,-2,99,21,-2,0,5,0.4,-1.4,1
CCOC(=O)COc1ccc2c(=O)c(-c3ccccc3OC)coc2c1,-6,·,87,32,-3,-1,-4,-2.0,-2.4,3
Cc1cc(C)n2nc(N)c(N=Nc3cccc(Cl)c3)c2n1,8,2,89,99*,6,-21,-2,-1.6,-0.8,1
COc1ccccc1C=NN1C(=O)CSC1=S,0,1,100,2,1,-5,8,1.1,-0.1,0
Cc1ccc(Nc2nc(C)c(CCC(C)C)c(=O)[nH]2)cc1,1,-2,98,4,-2,8,-3,0.5,-0.2,-1
COc1ccc(CCN(C)C(=O)c2cc(-c3ccccc3)nc3ccc(C)cc23)cc1OC,-3,·,117,67*,0,-1,-1,6.7,-1.5,4
Cc1cc(C)n2nc(-c3ccc(F)cc3)nc2n1,2,-3,99,8,·,7,1,-1.8,-1.0,2
O=C(Nc1nccs1)c1ccc(NC(=O)c2ccco2)cc1,5,14,104,4,-1,-6,-6,-1.3,-3.1,-2
Cc1cc(C)nc(SCC(=O)NC2CCCCC2C)n1 (configuration not stated),-5,·,107,1,1,-9,-1,1.2,-2.9,-1
O=C(Cn1nc(C(F)F)cc1C(F)F)NNC(=S)Nc1ccc(Cl)cc1,2,-4,102,2,3,-1,·,-0.3,0.9,-3
CCOc1cc(CNCCSc2nnnn2C)cc(Br)c1OCc1ccccc1F,-5,3,110,10,-2,0,-5,1.6,-1.3,-4
O=C(CCNC(=O)Cn1ccc2ccccc2c1=O)NCCc1ccc(Cl)cc1,-2,-1,128,-1,4,0,-4,-0.8,-1.9,-3
COC(=O)[C@]1(CC(C)C)N[C@H](c2ccc(-c3ccc(Cl)c(Cl)c3)cc2)[C@@H]2C(=O)N(C)C(=O)[C@@H]21,-4,·,103,-6,-1,3,0,0.2,-0.3,-3
O=C1c2ccccc2C(=O)c2c1oc(C(F)(F)F)c2C(=O)c1ccccc1,2,20,96,1,2,-5,-1,5.6,1.8,0
COc1ccc2oc(=N)c(C(=O)Nc3ccc(C)cc3)cc2c1,-4,0,99,27,0,-6,0,1.2,-0.3,2
CCN1CCN(c2nn3c(=O)c4ccccc4nc3c3ccccc23)CC1,-2,44,·,-9,1,-5,·,-0.2,-2.5,-5

# Gathered by group: the entries above with a carbonyl joined to an NH by a bond outside any ring (ten)
SMILES,DAGLB inhibitor,NSD2 inh,Pemphigus Ab inh,Arr AP2 block,V-ATPase pHluor,RTF Ca sens inh,CAL PDZ FP-1,C-LANA FP,CAL PDZ FP-2,Keap1 Nrf2 FP
CCCCC(=O)NNC(=O)c1c(O)c2ccccc2[nH]c1=O,3,-6,105,-3,7,-7,5,0.8,-0.2,0
O=C(CCN1C(=O)C2CC=C(Cl)CC2C1=O)NC1CCCCC1 (configuration not stated),3,1,92,5,5,0,-3,1.3,-1.8,5
CCC(C(=O)Nc1ccon1)c1ccccc1 (configuration not stated),0,-1,102,16,-4,-12,5,0.4,0.6,-2
CC(=O)Nc1ccc(NC(=O)C(C)OC(=O)c2ccc3c(c2)OCCO3)cc1 (configuration not stated),3,0,103,24,3,-8,-3,-0.1,-0.4,-6
CCN(CC)S(=O)(=O)c1ccc(NC(=O)CCNC(=O)c2ccccc2)cc1,-1,-2,99,21,-2,0,5,0.4,-1.4,1
O=C(Nc1nccs1)c1ccc(NC(=O)c2ccco2)cc1,5,14,104,4,-1,-6,-6,-1.3,-3.1,-2
Cc1cc(C)nc(SCC(=O)NC2CCCCC2C)n1 (configuration not stated),-5,·,107,1,1,-9,-1,1.2,-2.9,-1
O=C(Cn1nc(C(F)F)cc1C(F)F)NNC(=S)Nc1ccc(Cl)cc1,2,-4,102,2,3,-1,·,-0.3,0.9,-3
O=C(CCNC(=O)Cn1ccc2ccccc2c1=O)NCCc1ccc(Cl)cc1,-2,-1,128,-1,4,0,-4,-0.8,-1.9,-3
COc1ccc2oc(=N)c(C(=O)Nc3ccc(C)cc3)cc2c1,-4,0,99,27,0,-6,0,1.2,-0.3,2

# The list goes on.
SMILES,DAGLB inhibitor,NSD2 inh,Pemphigus Ab inh,Arr AP2 block,V-ATPase pHluor,RTF Ca sens inh,CAL PDZ FP-1,C-LANA FP,CAL PDZ FP-2,Keap1 Nrf2 FP
Cc1ccc(CNC(=O)CS(=O)CC(=O)O)cc1 (configuration not stated),1,2,107,9,-2,-16,-4,0.5,-4.9,1
C=C(C)C1Cc2c(C)nn(-c3cccc4ccccc34)c2C1 (configuration not stated),-13,3,154,-14,0,-22,2,2.0,-1.6,-1
COCCCNC(=O)c1ccccc1N(Cc1ccccc1)S(=O)(=O)c1ccccc1,-7,0,104,-2,2,-12,-3,-1.0,-0.6,-3
NS(=O)(=O)c1ccc(CNC(=O)/C=C/c2ccccc2)cc1,-1,0,98,-6,-2,8,-4,-0.7,-0.5,-2
NC(CO)C(O)c1ccc([N+](=O)[O-])cc1 (configuration not stated),0,·,98,10,2,-2,-4,-3.2,0.6,-8
Cc1ccc(-n2c(C)cc(C(=O)COc3c(CO)cc(F)cc3CO)c2C)cc1C,1,7,121,18,-5,6,-3,1.7,-2.4,2
CCOC(=O)C1=C(C)NC(=O)NC1c1ccc(Br)s1 (configuration not stated),-2,-19,105,-9,0,1,-2,-0.9,-2.1,-1
NC(=O)CC(NC(=O)Cc1cccc2ccccc12)c1ccc(NCc2ccc(F)cc2)c([N+](=O)[O-])c1 (configuration not stated),18,·,108,-9,-1,-14,-1,-0.1,-1.0,-2
CC1N(C(=O)N(C)C)CCN1S(=O)(=O)c1ccccc1 (configuration not stated),0,9,·,3,0,0,0,0.2,0.3,-1
CCOc1ccc(CCNC(=O)c2ccc(OCc3c(C)noc3C)cc2)cc1OCC,0,3,103,-11,5,-3,-6,-1.8,-1.8,-1
CCN1CCn2c3c(c4cc(Br)ccc42)CCCC31 (configuration not stated),-16,1,·,3,-1,0,-2,-2.1,1.9,-5
CC(/C=C/c1ccccc1)=N/NC(=O)CNC(=O)c1ccccc1F,-5,0,105,42,0,8,-4,-0.7,·,-1
Cn1nc(C(=O)NC2CCCC2)c2ccccc2c1=O,1,0,125,69*,5,-5,0,-1.2,-0.1,4
COC(=O)c1sccc1Oc1c(Cl)cccc1[N+](=O)[O-],·,-1,100,0,-1,·,4,-1.8,-0.2,1
C/C(=N\NC(=O)CN1CCN(S(=O)(=O)c2ccc(C)cc2)CC1)c1cccnc1,2,-2,105,-5,0,-16,-2,0.4,0.1,-1
CC(Nc1ncnc2ccccc12)c1ccccc1 (configuration not stated),0,-4,113,12,1,0,0,0.0,·,-1
O=C(c1ccc2oc(Cc3ccc(Cl)cc3)nc2c1)N1CC[C@H](O)C1,2,-3,91,-6,2,3,0,-2.3,-3.0,-8
Cc1cc(C(=O)COC(=O)CCc2nc3ccccc3s2)c(C)n1C,-2,3,101,8,-1,6,·,-1.1,-1.7,-4
CN(Cc1cnn(C)c1)Cc1nc(COc2ccccc2)no1,2,0,103,5,-1,2,0,-2.1,0.5,2
O=C(CCS(=O)(=O)c1ccc(Br)cc1)NCc1ccco1,-1,·,128,-22,5,-12,-2,2.6,-2.5,-5
Cc1nn(-c2ccc(F)cc2)c(Cl)c1/C=C/C(=O)N1CCNC(=O)C1,1,0,98,10,-1,0,·,-0.3,-0.9,-1
O=C(Nc1ccccc1F)c1ccc(CNS(=O)(=O)c2cccc(C(F)(F)F)c2)cc1,-2,-1,·,-3,-4,0,·,-0.6,0.8,0
CC1(C)O[C@@H]2[C@H](O1)[C@@H](COS(=O)(=O)O)O[C@H]2n1c(=S)[nH]c2c(=O)[nH]c(N)nc21,-1,·,105,3,3,-7,-2,2.4,-0.3,-8
CCCC1CC(=O)NC1(C(=O)OCC)C(=O)OCC (configuration not stated),-1,0,98,-8,-2,-7,·,0.8,0.3,-2
CC(=O)c1ccc(/C=C/c2nc3ccccc3n2C)o1,·,20,105,-1,0,·,·,·,·,·
COc1ccc(N2CC(C(=O)Nc3ccc4c(c3)OCCO4)CC2=O)cc1 (configuration not stated),-3,-4,110,-1,-5,4,-5,-1.2,-0.4,-5
CN(C)C=Nc1ccc(Cl)c(Cl)c1,-2,-2,94,5,-3,1,-3,-1.1,-4.7,-4
COc1ccccc1CN1C(=O)c2ccncc2C1=O,-2,1,92,6,-4,-5,-8,-1.1,-0.2,-1
